# PfM18AAP inh = PfM18AAP inhibitors, malaria aminopeptidase, primary screen, biochemical, QFRET, recombinant enzyme; M18 aspartyl aminopeptidase (Plasmodium falciparum 3D7); H-Glu-NHMec fluorogenic cleavage; inhibition, % at 7.35 µM; 290,000 compounds, 1.2% hits; AID 1822, 2009;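 active = inhibition above the campaign mean inhibition over all tested compounds plus 3 SD, cut at about 28% in these data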;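 also: 0% = plate median of test compound wells and 100% = 2 mM ZnCl2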
# NALP1 yeast inh = NALP1 inflammasome inhibitors in reconstituted yeast, colorimetric, S. cerevisiae, triplicate retest. S. cerevisiae NALP1/ASC/caspase-1 growth, X-gal OD620, 72 h. inhibition, % at 10 µM. 280,000 compounds, 0.61% hits. AID 2071, 2009; in the data active = inhibition mostly above about 24%, no sharp cut-off; inactive = mostly below about 32%; also: some compounds called inactive have numbers as strong as hits
# DNA FID counter = compounds displacing fluorescent DNA intercalator, primary screen, artefact control for HCV NS3 helicase inhibitor project, biochemical, FID fluorescence; DNA fluorescent intercalator displacement; inhibition, % at 7.9 µM; 290,000 compounds, 0.17% hits; in the data active = inhibition above about 37%;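 also: 0% = vehicle and 100% = reference compound; higher means more ethidium bromide displaced from hairpin DNA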
# OXTR agonist = human OXTR agonists, primary screen, fluorescence, CHO-OTR cells, Fluo-8 calcium. Oxytocin receptor (Homo sapiens), P30559. 320,000 compounds, 0.32% hits. Fluo-8 calcium fluorescence; normalized: DMSO 0%, oxytocin 100%. activation, % at 3 µM;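 active = activation above the mean of all tested compounds plus 3 SD, cutoff set per screening run, cut at about 20% in these data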;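 also: peak over basal fluorescence ratio from a 100 s FLIPR kinetic read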
# Target sequence (P30559 whole entry, looked up): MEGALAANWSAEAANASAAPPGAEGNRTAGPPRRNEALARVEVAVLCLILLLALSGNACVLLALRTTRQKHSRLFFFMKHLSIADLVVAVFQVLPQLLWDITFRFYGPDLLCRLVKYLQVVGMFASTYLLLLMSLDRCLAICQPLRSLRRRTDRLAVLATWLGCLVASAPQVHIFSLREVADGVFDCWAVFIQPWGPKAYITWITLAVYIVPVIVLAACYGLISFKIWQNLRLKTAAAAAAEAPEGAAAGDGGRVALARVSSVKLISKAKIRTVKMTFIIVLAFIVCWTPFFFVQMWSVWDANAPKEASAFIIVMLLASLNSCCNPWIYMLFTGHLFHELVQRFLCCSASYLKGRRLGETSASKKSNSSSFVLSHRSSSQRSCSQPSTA
# MEKK2 mut-MEK5 = MEK5 binding signal on mutant MEKK2 PB1, primary screen, biochemical, multiplex bead flow cytometry, Alexa488-MEK5 | Alexa488-MEK5 binding to MEKK2 mutant | percent response, % at 10 µM | 290,000 compounds, 0.35% hits; in the data active = percent response above about 24%, passing the limit was not always enough; also: inactives centre near 1; some results filed as inactive read as strong as hits; reference of the scale not given here
# PHOSPHO1 inh = PubChem AID 1565; 290,000 compounds, 1.1% hits; recombinant PHOSPHO1, absorbance phosphatase assay; inhibition, % at 13.3 µM; Phosphoethanolamine/phosphocholine phosphatase (Homo sapiens), Q8TCT1; in the data active = inhibition above about 60%
# MEKK3 PB1 HTS = modulators of MEKK3-MEK5 PB1 binding, primary screen, biochemical, wildtype MEKK3, multiplex bead flow cytometry, Alexa488-MEK5. Mitogen-activated protein kinase kinase kinase 3 (Homo sapiens), Q99759. bead-based flow cytometry, Alexa488-MEK5 binding to MEKK3; actives lie on both sides; 0 = blocked by unlabeled MEK5, 100 = vehicle. binding response (% of control), % at 10 µM. 290,000 compounds, 1.4% hits;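 active = binding response more than 3 SD above or below the average of its plate-row segment, actives on both sides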;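 also: Alexa488 bead fluorescence after subtracting the streptavidin-only scavenger bead signal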
# Target sequence (Q99759 whole entry, looked up): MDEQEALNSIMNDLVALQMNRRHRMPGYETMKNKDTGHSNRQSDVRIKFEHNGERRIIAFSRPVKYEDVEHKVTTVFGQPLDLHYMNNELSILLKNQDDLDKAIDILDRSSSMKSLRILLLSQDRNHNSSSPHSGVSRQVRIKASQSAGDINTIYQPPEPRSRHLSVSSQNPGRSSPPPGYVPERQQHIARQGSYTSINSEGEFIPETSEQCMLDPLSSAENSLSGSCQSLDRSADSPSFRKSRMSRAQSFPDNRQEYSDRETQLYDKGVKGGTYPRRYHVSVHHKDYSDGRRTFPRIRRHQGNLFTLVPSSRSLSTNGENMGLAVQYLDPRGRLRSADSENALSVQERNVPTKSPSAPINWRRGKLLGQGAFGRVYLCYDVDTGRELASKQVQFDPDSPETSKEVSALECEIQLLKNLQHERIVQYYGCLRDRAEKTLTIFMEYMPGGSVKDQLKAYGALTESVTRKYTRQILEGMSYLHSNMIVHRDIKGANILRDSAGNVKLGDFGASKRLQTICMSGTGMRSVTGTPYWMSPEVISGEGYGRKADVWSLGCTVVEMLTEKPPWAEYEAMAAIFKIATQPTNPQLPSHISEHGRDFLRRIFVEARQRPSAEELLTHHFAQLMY
# GPR7 antagonist = GPR7 receptor antagonists, primary screen, cell-based, fluorescence, single concentration; GPR7-expressing cells, fluorescence antagonist assay; inhibition, % at 4.4 µM; 290,000 compounds, 1.1% hits; AID 1861, 2009; in the data active = inhibition above about 16%, passing the limit was not always enough;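 also: cells stimulated with the agonist NPW; 0% = agonist with vehicle and 100% = vehicle without agonist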
# MEKK2wt PB1 HTS = modulators of MEK5 binding to wildtype MEKK2, primary screen, biochemical, multiplex bead flow cytometry, Alexa488-MEK5 | 290,000 compounds, 1.1% hits | binding response (% of control), % at 10 µM | Mitogen-activated protein kinase kinase kinase 2 (Homo sapiens), Q9Y2U5 | Alexa488-MEK5 binding to MEKK2 WT; actives lie on both sides | AID 1531, 2009; in the data active = binding response below about 67% or above about 130%
# Numbers without * were called inactive; x = not tested or not shown; & = joins results of further samples.
# Start of the listing, in advance, 4 compounds:
SMILES,PfM18AAP inh,NALP1 yeast inh,DNA FID counter,OXTR agonist,MEKK2 mut-MEK5,PHOSPHO1 inh,MEKK3 PB1 HTS,GPR7 antagonist,MEKK2wt PB1 HTS
Cc1c(Cc2ccccc2)c(=O)oc2c(C)c(OC(C)C(=O)N[C@@H](Cc3ccccc3)C(=O)O)ccc12 (some centres not stated),-1,-88,-1,-1.2,4,13,106,-1,99
CCCCP(=O)(c1ccccn1)c1ccccn1,3,19,-2,x,x,-2,x,6,x
C#CCNC(=O)C1=C[C@@H](c2ccc3c(c2)OCO3)C[C@@H](OCc2ccc(CO)cc2)O1,x,x,x,0.6,1,x,109,x,106
CCCOc1ccc(NC(=O)CC2C(=O)N(Cc3ccccc3)C(=S)N2Cc2cccs2)cc1 (configuration not stated),-1,24,-3,-2.3,1,-24,98,-5,108

# The listing (from the top)
SMILES,PfM18AAP inh,NALP1 yeast inh,DNA FID counter,OXTR agonist,MEKK2 mut-MEK5,PHOSPHO1 inh,MEKK3 PB1 HTS,GPR7 antagonist,MEKK2wt PB1 HTS
Cc1c(Cc2ccccc2)c(=O)oc2c(C)c(OC(C)C(=O)N[C@@H](Cc3ccccc3)C(=O)O)ccc12 (some centres not stated),-1,-88,-1,-1.2,4,13,106,-1,99
CCCCP(=O)(c1ccccn1)c1ccccn1,3,19,-2,x,x,-2,x,6,x
C#CCNC(=O)C1=C[C@@H](c2ccc3c(c2)OCO3)C[C@@H](OCc2ccc(CO)cc2)O1,x,x,x,0.6,1,x,109,x,106
CCCOc1ccc(NC(=O)CC2C(=O)N(Cc3ccccc3)C(=S)N2Cc2cccs2)cc1 (configuration not stated),-1,24,-3,-2.3,1,-24,98,-5,108
COc1ccccc1/C=C(/NC(=O)c1ccccc1)C(=O)NCCCn1ccnc1,-2,14,-8,-0.4,-4,-5,97,0,101
O=C(Nc1ccc(CN2CCCCC2)cc1)c1c(F)c(F)c(F)c(F)c1F,-8,5,8,1.4,8,29,113,-4,122
CC(=O)Oc1ccccc1C1OC(=O)c2ccccc2N1C(C)=O (configuration not stated),-3,11,-1,0.8,-5,-10,99,-10,93
COc1ccc(-c2n[nH]c(=S)n2-c2ccc3c(c2)OCCO3)cc1OC,3,11,-13,-0.4,-12,-76,90,-4,91
O=C(/C=C/c1ccco1)NC(=S)Nc1ccccc1,8,24,-9,-0.9,2,8,96,-16,97
O=C1CSc2ccc(S(=O)(=O)NCc3ccccc3)cc2N1,-6,18,-4,0.4,-6,22,95,7,97
COc1ccc2cc3cc(C(=O)NCc4ccccn4)oc3nc2c1,-4,45,-16,-1.2,x,56,x,-7,x
CC(C)COc1ccc(-c2nn(-c3ccccc3)cc2CO)cc1,-11,4,-16,0.2,0,22,102,-12,99
N#C/C(=C/c1ccncc1)c1nc2ccccc2s1,11,-7,-4,27*,0,32,100,1,108
COc1ccc(-n2c(CN3CCOCC3)nc3ccc([N+](=O)[O-])cc3c2=O)c(OC)c1,12,-7,-18,-0.3,10,44,106,-3,106
O=C(N/N=C/c1ccc2c(c1)OCO2)c1cc2ccccc2o1,1,-2,-13,-0.3,2,15,105,-8,103
COc1cccc(C(=O)N2CCCc3ccccc32)c1,-6,-7,-7,-1.4,-1,-13,99,-8,102
CCc1cc2c(Nc3ccccc3O)nc(C)nc2s1,-15,8,-4,x,3,40,104,-10,105
Cc1ccc(OCc2cc(C(=O)NCC(C)c3ccccc3)no2)cc1C (configuration not stated),-16,14,-31,2.3,3,27,103,-7,100
CCc1cc(C(=O)N2CCCC(CNC(=O)c3ccc(-c4ccccc4)cc3)C2)no1 (configuration not stated),-12,2,-24,-0.5,2,31,107,-10,101
CCOCCc1nnc(NC(=O)c2cc(OC)c(OC)cc2[N+](=O)[O-])s1,1,0,-8,0.0,1,41,99,-13,97
Cc1ccc(C)c(S(=O)(=O)N2CCCOC2CNC(=O)C(=O)NCCCn2ccnc2)c1 (configuration not stated),-2,21,6,0.0,3,2,91,-3,91
CC(=O)C1=C(C)NC(C)=C(C(C)=O)C1c1cccs1,0,0,-3,-1.2,-3,6,89,-5,97
O=c1[nH]c2ccccc2s1,10,31,1,1.1,2&-4,-4,103&90,13,105&97
N#CC1=C(N)N2C(=C(C#N)C1c1cccc(Br)c1)Nc1ccccc12 (configuration not stated),0,26,3,4.4,0,11,99,-7,105
COc1ccc(C2C(C(=O)c3ccco3)=C(O)C(=O)N2CCCn2ccnc2)c(OC)c1 (configuration not stated),19,18,-11,-0.4,4,35,96,2,101
SMILES,PfM18AAP inh,NALP1 yeast inh,DNA FID counter,OXTR agonist,MEKK2 mut-MEK5,PHOSPHO1 inh,MEKK3 PB1 HTS,GPR7 antagonist,MEKK2wt PB1 HTS
C=CCn1cnc2scc(-c3ccccc3)c2c1=O,8,10,-3,-2.0,4,22,101,0,103
O=C1c2ccccc2NC(c2ccccc2F)N1NS(=O)(=O)c1ccccc1 (configuration not stated),-12,8,-18,-1.1,-8,24,100,-12,90
Cc1ccc(NC(=O)COC(=O)c2ccc(Cl)cc2)cc1S(=O)(=O)N(C)C,0,11,-9,1.1,-1,23,104,-21,100
CCc1nnc(NS(=O)(=O)c2ccc(NC(=O)CCC(=O)O)cc2)s1,-6,15,1,0.0,1,30,96,-7,100
COc1ccc(C2c3c(oc4ccccc4c3=O)C(=O)N2CC2CCCO2)cc1 (configuration not stated),-9,20,-11,-0.1,-5,-1,91,8,94
COc1ccccc1N(CC(=O)NCc1ccco1)C(=O)CCC(=O)Nc1ccccn1,1,16,-30,0.0,3,39,97,-9,94
Cc1ccc(OCCn2c(=O)n(C)c3ccccc32)cc1,-6,5,-23,-1.2,-5,16,98,6,98
Nc1nc(N)c(N=Nc2ccc(Cl)cc2)c(=O)[nH]1,2,3,-2,0.0,-5,28,93,-4,92
CCOc1cc(C)ccc1OCc1nnc(SCC(=O)Nc2cccc(C(=O)O)c2)n1-c1ccccc1,1,13,-38,-0.6,3,-6,104,-11,103
CCCc1cc(=O)oc2cc(OCC(=O)NCCCN3CCOCC3)c(Cl)cc12,-1,-15,6,1.9,1,38,99,-12,100
CCCCc1ccc(-c2csc(/C(C#N)=C\c3ccco3)n2)cc1,6,18,-8,1.2,2,19,104,-6,100
O=C(Nc1ccccc1-c1nc2ccccc2[nH]c1=O)c1cccs1,2,8,-21,-1.3,5,24,102,-2,97
COc1ccccc1/C=N/NC(=O)CCn1cnc2ccccc21,-8,10,-5,-0.2,0,23,126,-3,103
CC(C(=O)NCCS(=O)(=O)c1ccc(Cl)cc1)S(=O)(=O)c1ccc(Cl)cc1 (configuration not stated),6,2,-19,-0.4,2,20,108,-4,104
Cc1ccc(C(=O)/C=C/c2c(C)nn(-c3ccccc3)c2Cl)cc1,0,31,-15,x,x,58,x,-2,x
O=C(NC1CCCC1)C(c1ccccc1F)N(C(=O)c1csnn1)c1ccccc1 (configuration not stated),2,11,-20,x,-1,2,101,1,99
CN=c1scc(-c2ccc([N+](=O)[O-])cc2)n1/N=C/c1ccco1,8,15,0,-0.2,-1,32,105,-3,106
CC(=O)Nc1ccc(CN2CCCC(CO)(Cc3cccc(Cl)c3)C2)cc1 (configuration not stated),0,x,2,3.0,5,13,107,9,102
Cc1cc(NC(=O)/C=C/c2ccc(F)cc2)n(-c2nc3ccccc3[nH]2)n1,10,x,-2,0.2,-2,2,103,14,92
COc1ccccc1Oc1cn[nH]c1-c1ccc(OCC(=O)NN)cc1O,7,-20,-26,0.5,1,42,102,-26,100
COC(=O)c1cc(C(=O)OC)n(Cc2ccc(F)cc2)c1C,5,5,-10,-1.8,6,27,104,-11,107
COC(=O)Cn1c(=NC(=O)c2ccc(Cl)s2)sc2cc(F)ccc21,2,42,-3,-0.9,0,6,134*,-12,102
O=C(CCl)NCCNC(=O)c1cc(OCC(F)(F)F)ccc1OCC(F)(F)F,-15,-3,-2,-1.9,-3,12,102,-6,99
Cn1c(SCC(=O)NC2CCCC2)nnc1-c1ccc(S(=O)(=O)N2CCOCC2)cc1,-11,40,-9,0.7,-4,-11,104,-3,104
O=C1c2ccccc2CC1Sc1nnc(-c2ccncc2)o1 (configuration not stated),46*,4,-3,-0.5,5,15,107,4,109
SMILES,PfM18AAP inh,NALP1 yeast inh,DNA FID counter,OXTR agonist,MEKK2 mut-MEK5,PHOSPHO1 inh,MEKK3 PB1 HTS,GPR7 antagonist,MEKK2wt PB1 HTS
COc1cccc(N(CC(=O)N2CCCC2)S(C)(=O)=O)c1,1,2,-1,0.2,7,44,101,-18,102
COc1ccc(NC(=S)c2ccccc2)cc1,-6,13,-2,-1.2,0,-3,94,5,100
Cc1cccc(NC(=O)CCC2CCN(C(=O)c3ccc(C)s3)CC2)c1,2,11,-61,-2.7,5,12,100,7,102
CCCOc1ccc(-c2c(C(=O)N/N=C/c3ccc(C)o3)nnn2-c2nonc2N)cc1,0,36,-15,-0.8,-1,41,101,6,98
O=C(COc1ccc(Cl)cc1)NCCNC(=O)c1cnccn1,-7,2,-10,0.5,-9,36,92,-7,85
O=C(c1cccc2ccccc12)N1CCN(CC2CC=CCC2)CC1 (configuration not stated),0,12,-12,0.6,8,-25,107,24,108
CC1(C)Cc2c(cnn2-c2ccccc2)C(NC(=O)CCN2CCCC2=O)C1 (configuration not stated),0,33,-12,-0.1,-14,55,94,8,94
COc1cc2[nH]c(=O)n(CCC(=O)N3CCC(N4CCCCC4)CC3)c(=O)c2cc1OC,-3,-1,0,-0.1,-10,4,87,11,84
CCn1c(/C=C/c2cccc([N+](=O)[O-])c2)nc2ccccc2c1=O,-17,0,-1,0.0,-1,19,107,11,104
COCC1CCCN(C(=O)c2ccc3nc(Cc4cccc(Cl)c4)oc3c2)C1 (configuration not stated),-6,10,-55,1.3,7,-10,102,21,109
COCCn1c(SCC(=O)Nc2ccc(F)cc2)nc2c([nH]c3ccccc32)c1=O,-8,-63,-10,0.6,-1,33,101,-16,102
O=C(O)c1ccccc1-c1ccccc1C(=O)Nc1cccc(-c2nc3ccccc3o2)c1,2,3,-3,-0.5,-8,20,97,0,93
CC(C)n1cnc2c(N(C)c3ccccc3)nc(N(CCN(C)C)Cc3ccccc3)nc21,x,x,x,0.9,22,26,114,x,175*
CC(C)(C)n1nc2c(c1NC(=O)c1ccc([N+](=O)[O-])cc1)CS(=O)(=O)C2,-5,15,-2,0.6,4,29,99,-3,99
Cc1ccc(NC(=O)CCN2C(=O)c3ccccc3C2=O)cc1,-14,x,-3,-1.3,2,x,107,-6,107
CC(=O)c1ccc(NC(=S)NCC(c2ccco2)N2CCCC2)cc1 (configuration not stated),-5,3,3,0.8,x,0,x,3,x
O=C(NCc1cccnc1)c1cnc2n(c1=O)CCS2,2,11,-2,-0.1,-1,6,97,-9,97
COC(=O)c1cc(S(=O)(=O)NCCN2CCN(c3ccccc3F)CC2)c[nH]1,2,7,4,1.1,4,53,99,-3,100
CCCCCCn1c(=O)[nH]c2c(c1=O)CCC2,-9,x,-3,-0.7,13,36,104,-5,103
Cn1c(=O)c(C(=O)Nc2ccccc2S(N)(=O)=O)c(O)c2ccccc21,-12,11,-17,2.1,-9,28,97,-7,100
COC(=O)c1ccc(N=Cc2c(C(F)(F)F)[nH][nH]c2=O)cc1,-8,27*,1,0.7,-3,24,97,4,95
COc1cccc(N=Nc2c(N)[nH][nH]c2=O)c1,13,1,-7,-0.6,-2,-3,96,-10,98

# High-throughput results as filed in PubChem.

# No enrichment for hits; 6.2% or so of the library scored in one or more.
